# EBV LMP1 NFkB: Epstein-Barr LMP1 NF-kappaB reporter inhibition; LMP1-induced NF-kappaB luciferase reporter cells, luminescence; inhibition, % at 12.5 µM; actives 0.69% (n = 350,000); in the data active means inhibition above about 41%; inconclusive means no clear call, values can overlap the other calls;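 further: 0% = neutral control wells and 100% = reference inhibitor control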
# NR2F2 inh: blocks human COUP-TFII nuclear receptor; inhibition, % at 8.6 µM; actives 0.7% (n = 370,000); HEK293T NGFI-A luciferase reporter, luminescence;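 active means inhibition above a per-plate cutoff, mean inhibition of test wells between control levels plus 3 SD, cut at about 38% in these data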;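 further: cells cotransfected with COUP-TFII expression vector driving the NGFI-A reporter; 0% = median of COUP-TF2 test wells and 100% = reporter-only cells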
# CF NFkB inh: inhibitors of cystic fibrosis induced NF-kB. inhibition, % at 5 µM. actives 0.86% (n = 360,000). AID 588850. KKLEB NF-kB-GFP reporter, PAF-induced, GFP fluorescence overnight;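 active means at least 50% inhibition at 5 µM, scaled per plate between neutral and stimulator controls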;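 further: PAF is a Pseudomonas aeruginosa culture filtrate used as stimulus; plate controls were PAF-stimulated DMSO wells for no effect and unstimulated DMSO wells for full effect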
# TROY NFkB inh: inhibitors of TROY-dependent NF-kB signaling. inhibition, % at 10 µM. actives 0.98% (n = 360,000). AID 1347056. Q293 LMP1-TROYcd NF-kB luciferase reporter, 4 h;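 active means compounds whose plate-normalised and pattern-corrected inhibition of the luciferase reporter signal at the single screening dose is 50% or more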
# TWEAK-Fn14 inh: blocks TWEAK-Fn14 interaction in a reporter cell assay; TWEAK-stimulated Fn14 reporter cells, luciferase luminescence, 8 h; inhibition, % at 10 µM; actives 2% (n = 360,000); AID 1159606; in the data active means inhibition above about 50%
# TRAIL sens C8: caspase-8 TRAIL sensitization; NB7+C8 cells + TRAIL, ATPlite viability luminescence; inhibition (viability loss, TRAIL sensitization), % at 10 µM; actives 1% (n = 360,000);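 active means compounds causing at least 50% loss of cell viability in the single-dose screen, relative to plate controls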
# NCOA2 inhibitor: human SRC2 (NCOA2) inhibition; HEK293 GAL4-SRC2 luciferase reporter, luminescence; Q15596; actives 0.17% (n = 370,000); inhibition, % at 9 µM;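 active means inhibition above the mean inhibition of all tested compounds plus 3 SD, set per campaign, cut at about 52% in these data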;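 further: 0% = DMSO treated cells and 100% = cells given Gossypol at 36 µM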
# Target sequence (Q15596 whole entry, looked up, the tested form may be a part): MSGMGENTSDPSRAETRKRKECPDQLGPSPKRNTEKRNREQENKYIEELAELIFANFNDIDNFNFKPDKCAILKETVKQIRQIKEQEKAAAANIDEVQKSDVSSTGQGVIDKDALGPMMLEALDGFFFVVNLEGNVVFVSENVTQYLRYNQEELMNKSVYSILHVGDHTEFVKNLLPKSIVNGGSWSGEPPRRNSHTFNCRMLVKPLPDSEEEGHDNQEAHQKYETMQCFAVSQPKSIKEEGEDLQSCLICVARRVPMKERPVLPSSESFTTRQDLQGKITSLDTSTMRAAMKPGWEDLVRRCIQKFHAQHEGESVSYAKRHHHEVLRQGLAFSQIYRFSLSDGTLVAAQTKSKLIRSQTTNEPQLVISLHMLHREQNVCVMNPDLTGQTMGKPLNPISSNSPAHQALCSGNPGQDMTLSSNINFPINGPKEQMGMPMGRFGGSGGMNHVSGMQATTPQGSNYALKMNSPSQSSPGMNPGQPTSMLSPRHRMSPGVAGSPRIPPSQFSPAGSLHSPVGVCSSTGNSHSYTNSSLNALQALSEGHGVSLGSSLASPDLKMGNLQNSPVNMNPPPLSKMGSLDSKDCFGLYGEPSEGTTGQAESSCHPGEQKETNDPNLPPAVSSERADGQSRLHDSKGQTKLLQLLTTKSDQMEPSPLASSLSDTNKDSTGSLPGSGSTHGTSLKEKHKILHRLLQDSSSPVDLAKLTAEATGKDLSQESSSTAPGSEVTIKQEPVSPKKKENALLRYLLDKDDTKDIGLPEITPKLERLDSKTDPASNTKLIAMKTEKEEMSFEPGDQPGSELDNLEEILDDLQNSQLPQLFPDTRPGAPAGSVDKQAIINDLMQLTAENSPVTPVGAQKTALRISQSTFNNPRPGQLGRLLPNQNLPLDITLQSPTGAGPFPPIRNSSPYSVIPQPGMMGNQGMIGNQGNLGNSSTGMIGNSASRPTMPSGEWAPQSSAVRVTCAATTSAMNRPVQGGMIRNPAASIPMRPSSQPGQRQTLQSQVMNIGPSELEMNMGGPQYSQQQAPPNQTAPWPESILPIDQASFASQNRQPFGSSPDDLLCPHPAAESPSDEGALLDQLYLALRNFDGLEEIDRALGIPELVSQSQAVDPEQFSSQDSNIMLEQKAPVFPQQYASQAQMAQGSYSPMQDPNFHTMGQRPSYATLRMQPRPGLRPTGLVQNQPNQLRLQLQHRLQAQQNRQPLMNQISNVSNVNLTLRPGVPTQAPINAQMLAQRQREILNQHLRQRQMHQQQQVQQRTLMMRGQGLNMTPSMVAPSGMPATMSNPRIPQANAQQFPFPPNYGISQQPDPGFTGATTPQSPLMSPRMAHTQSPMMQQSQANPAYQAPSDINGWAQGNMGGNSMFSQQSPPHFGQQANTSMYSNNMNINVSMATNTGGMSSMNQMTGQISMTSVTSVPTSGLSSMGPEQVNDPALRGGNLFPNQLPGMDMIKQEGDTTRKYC
# KKLEB tox: counter-screen for CF NF-kB inhibitors: cytotoxicity | KKLEB CF airway cells viability, ATPlite luminescence, overnight; hits give low values; cells stimulated with P. aeruginosa culture filtrate | activity change (cytotoxicity), % at 5 µM | actives 0.36% (n = 360,000) | AID 602141;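 active means corrected activity change at or below -50% at 5 µM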
# LRH-1 inv ag: suppresses constitutive activity of human LRH-1. HEK293T StAR-luciferase reporter, LRH-1 transfected, 24 h. actives 0.13% (n = 360,000). inhibition, % at 3.6 µM;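 active means inhibition above the mean inhibition of all tested compounds plus 3 SD, cut at about 73% in these data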;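 further: 0% = DMSO wells and 100% = reporter-only cells lacking LRH-1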
# SRC3 inh: human NCOA3 inhibition; HEK293 GAL4-SRC3 luciferase reporter, luminescence; inhibition, % at 3.6 µM; AID 588352; actives 0.17% (n = 360,000); Q9Y6Q9;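 active means inhibition above a per-campaign cutoff, the mean of all compounds plus 3 SD, cut at about 60% in these data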;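 further: 0% = DMSO-treated cells and 100% = gossypol-treated cells at 36 µM; higher means less SRC3-driven luciferase light from the GAL4 reporter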
# NCOA1 inh: inhibitors of human steroid receptor coactivator 1 (SRC1) | Q15788 | HEK293 GAL4-SRC1 luciferase reporter, luminescence | inhibition, % at 3.6 µM | actives 0.12% (n = 360,000) | AID 588354;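 active means inhibition above the campaign mean plus 3 SD, with each screening campaign given its own cutoff, cut at about 60% in these data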;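 further: 0% = DMSO treated cells and 100% = gossypol at 36 µM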
# An asterisk follows results filed as active; u = inconclusive; x = no result given.
SMILES,EBV LMP1 NFkB,NR2F2 inh,CF NFkB inh,TROY NFkB inh,TWEAK-Fn14 inh,TRAIL sens C8,NCOA2 inhibitor,KKLEB tox,LRH-1 inv ag,SRC3 inh,NCOA1 inh
CCC[C@@H](CN1CCC[C@H]1CN1C(N)=NC[C@@H]1Cc1ccccc1)N1C[C@@H](Cc2ccccc2)N(CCCC2CCCC2)C1=N,11,x,-6,-19,-15,17,x,9,-4,9,-4
COc1ccc(N2CCN(C(=O)COC(=O)c3cc(S(=O)(=O)N(C)C)ccc3N3CCCC3)CC2)cc1,0,17,0,7,-7,-10,9,5,-28,3,-18
Nc1ccccc1SC(CC(=O)c1ccccc1)c1ccccc1 (centres undefined),-21,x,-22,-47,1,8,x,9,16,-39,-20
Cc1ccc(CNC(=O)[C@@H](NC(=O)C2CCN(C(=O)[C@@H]3CCCN3)CC2)C(C)C)cc1,-2,1,16,2,13,-24,-34,0,-4,17,-4
C/C(=N\NC(=S)NC1CCCCC1)c1ccc(OC(F)F)cc1OC(F)F,16,-2,7,8,4,-18,-9,-5,-2,11,10
COc1ccc(OC)c(NS(=O)(=O)c2c(C(=O)N3CCCCCC3)c(C)n(C)c2C)c1,11,15,-3,7,-11,-8,8,5,-6,-8,-39
Cc1ccc(CN2CCNC(=O)C2CC(=O)NC2CCCCCC2)cc1 (centres undefined),24,-2,-5,-10,3,-12,-1,-5,-15,21,-5
CC1CCN(C(=O)c2[nH]cnc2C(=O)NCc2ccc(CNC(=O)OC(C)(C)C)cc2)CC1,4,9,10,6,12,-2,18,-21,-13,5,-6
OCCNc1ncnc2c1ncn2[C@H]1CN(Cc2ccc(-c3ccccc3)cc2)C[C@@H](CO)O1,x,x,-5,11,11,-6,x,7,20,0,-5
CC/C(CC(C)(C)c1ccccc1)=N\O,5,-7,23,-4,-13,-42,-5,-7,0,11,-37
Cc1ccc(COc2coc(CO)cc2=O)cc1,-4,-30,-2,-23,-10,-3,-47,-13,-30,-23,-90
CC1=C[C@H]2OC(=O)[C@@H](C)[C@H]2C[C@@H]2[C@H]1C[C@@H](O)[C@@]2(C)O,26,9,-5,-14,12,-2,-6,6,-19,4,2
Cc1ccc(C(=O)N(CCC2=CCCCC2)c2c(N)n(Cc3ccccc3)c(=O)[nH]c2=O)o1,-31,15,-3,-21,22,-19,16,12,1,0,18
COc1ccc(C2Nc3ccccc3C(=O)N2Cc2ccco2)cc1COc1ccccc1F (centres undefined),18,6,-1,0,25,29,-22,-7,-21,-5,-11
CCOC(=O)C1CCN(C(=O)CN2C(=O)NC3(CCCCC3)C2=O)CC1,3,5,5,-6,6,5,0,-12,-10,11,-19
COc1ccc(-c2nnc(SCc3cccc(C)c3)n2N)cc1,0,-3,12,-30,-10,-11,-17,-2,-4,-2,-9
Oc1[nH]c2ccc(Br)cc2c1N=NC(=S)Nc1ccc(F)cc1,13,-3,-3,-3,63*,27,6,14,19,17,-3
CCOc1ncccc1C(=O)Nc1cc(S(=O)(=O)N2CCCCC2)ccc1Cl,-8,4,-8,-15,-27,4,-21,0,-11,-2,9
O=C(O)c1cc(N2N=C(C(F)(F)F)/C(=C/C=C/c3ccco3)C2=O)ccc1Cl,0,19,-7,2,16,-11,12,5,0,9,4
Cn1c(=O)c2cn(-c3ccccc3)cc2n(C)c1=O,-4,2,-3,-10,-11,-5,16,0,-17,2,-9
COc1ccc(C(=O)NC2CCN(Cc3c(F)cccc3Cl)CC2)cc1OC,5,-8,12,17,-6,14,24,9,0,21,-14
Cc1ccnc2nc(C(=O)NCc3ccccc3)nn12,-2,-30,7,2,-4,0,1,4,9,7,-5
O=C(NCCNC(=O)c1ccccn1)c1ccc(F)cc1,6,-14,-15,-18,1,-9,-3,0,-21,10,-7
CCOc1ccccc1N1CCN(C(=O)CC(C)(C)C)CC1,-5,3,12,-11,-4,10,-14,6,-1,16,-15
CNc1c(N=Cc2cccnc2)c(=O)n(C)c(=O)n1C,-2,1,-3,5,-14,-2,16,4,-1,-4,2

# (further entries)
SMILES,EBV LMP1 NFkB,NR2F2 inh,CF NFkB inh,TROY NFkB inh,TWEAK-Fn14 inh,TRAIL sens C8,NCOA2 inhibitor,KKLEB tox,LRH-1 inv ag,SRC3 inh,NCOA1 inh
CCCc1cc(=O)n2[nH]c(NCc3c(Cl)cccc3Cl)nc2n1,-1,16,1,7,-10,9,-8,11,4,-7,5
CC1=NN(c2ccccc2)C(=O)C1N=Nc1ccc(N)cc1 (centres undefined),3,10,-13,2,10,23,-34,6,39,-37,-49
O=[N+]([O-])c1ccc2ccn(C3OCC(O)C(O)C3O)c2c1 (centres undefined),11,-8,2,-7,4,-11,-2,9,-2,13,8
CC1(C)NC(C)(C)c2nonc2/C1=N\O,-2,1,15,18,-5,10,3,-18,6,1,-1
O=C(NC1CCN(CC(=O)N(c2ccccc2)c2ccccc2)CC1)c1ccc([N+](=O)[O-])cc1,-1,-5,12,-7,-22,27,1,-3,1,11,3
N#Cc1cccc(NC(=O)CNc2cc(S(=O)(=O)N3CCOCC3)ccc2N2CCCC2)c1,-4,-2,6,-18,-13,2,10,-4,-2,-1,-13
COC(=O)C1(C)COP(=O)(NC23CC4CC(CC(C4)C2)C3)OC1 (centres undefined),-3,12,-10,-8,19,-2,20,4,-23,-11,-49
O=C(C1CCCCC1)N1CCN(c2ccnc3cc(Cl)ccc23)CC1,u,24,-5,21,0,7,18,4,-3,30,23
CCOC(=O)C1CCN(S(=O)(=O)c2cc(Cl)c(C)cc2OC)CC1,-6,-12,18,-3,3,6,6,-2,-7,12,-11
CCOCCOC(=O)COc1ccc2c(-c3ccccc3)cc(=O)oc2c1,-4,-12,1,-20,7,0,12,8,3,8,-1
COc1cccc(C2C(C(=O)c3sc(C)nc3C)=C(O)C(=O)N2CCN2CCOCC2)c1 (centres undefined),-8,5,-1,-23,1,-2,-3,-6,-3,-3,-4
COc1ccc(Cc2nnc(SCC(=O)c3ccc4c(c3)NC(=O)CO4)o2)cc1,-1,4,-14,-2,-17,-4,20,6,-13,-2,20
Cc1ccccc1-n1c(SCc2cc(=O)n3ccccc3n2)nc2[nH]ncc2c1=O,13,-30,-19,x,60*,2,-17,7,5,-11,2
Cc1c(Cl)cccc1N1CC(C(=O)Nc2nccs2)CC1=O (centres undefined),0,9,13,-7,15,-3,-5,8,-11,14,-10
O=C(COc1cccc(NC(=O)c2ccccc2)c1)c1ccccc1,-39,-4,-4,-5,-25,25,-28,10,4,-13,4
CCc1ccc(NC(=O)C2(C)Cc3ccccc3C(=O)O2)cc1 (centres undefined),-14,-10,1,-14,-16,4,12,-9,-29,-9,-31
Cc1ccc(-c2nc(NC(=O)CSc3ccc4ccccc4n3)ns2)cc1,-7,0,13,-25,-32,-5,18,-1,-4,-3,-21
O=C(c1ccccc1)C1CCN(C(=O)Nc2ccccc2)CC1,-5,-11,-20,-45,-2,4,-37,5,13,-20,-12
COCCNC(=O)c1c(N)n(-c2cccc(C)c2)c2nc3ccccc3nc12,-1,1,1,x,4,-9,4,-3,24,-19,-11
COCCNC(=O)C1CCCN(C(=O)c2cncc(Br)c2)CC1 (centres undefined),x,-10,-13,1,-6,-20,25,19,-6,1,-15
O=C(NCCCSc1ccccc1)c1cccnc1,9,-6,-11,-2,-4,11,-22,2,15,12,6
Cc1ccc(C(=O)N/C(=C\c2cccs2)C(=O)N2CCCCCC2)cc1,0,4,-23,-5,12,-5,-9,6,13,-12,8
Cc1ccccc1NS(=O)(=O)c1ccc(C(=O)N2CCC2)cc1,3,12,5,-22,10,-1,5,2,-1,-9,2
CC1(c2ccc(OC(F)F)cc2)NC(=O)N(CC(=O)Nc2cccc(S(N)(=O)=O)c2)C1=O (centres undefined),-7,20,4,3,0,30,-2,9,4,-8,3
CCN(c1ccc(C)cc1C)S(=O)(=O)c1nnc(NC(=O)C(C)C)s1,-8,-9,11,3,10,3,-5,2,-4,-12,11
CCOc1ccc2nc(SCC(=O)NNC(=O)c3ccco3)c(C)cc2c1,-2,-12,4,4,-2,11,4,2,7,4,7
CCc1ccc(C2c3[nH]c4ccccc4c3CCN2C(=O)c2cc[n+]([O-])cc2)cc1 (centres undefined),6,0,3,21,7,15,17,5,11,12,11
COC(=O)c1ccc(COC(=O)c2cccn2C)o1,2,-38,-25,-22,-29,19,-27,10,-53,-48,-39

# Twelve neighbouring entries already listed:
SMILES,EBV LMP1 NFkB,NR2F2 inh,CF NFkB inh,TROY NFkB inh,TWEAK-Fn14 inh,TRAIL sens C8,NCOA2 inhibitor,KKLEB tox,LRH-1 inv ag,SRC3 inh,NCOA1 inh
CC1(C)NC(C)(C)c2nonc2/C1=N\O,-2,1,15,18,-5,10,3,-18,6,1,-1
O=C(NC1CCN(CC(=O)N(c2ccccc2)c2ccccc2)CC1)c1ccc([N+](=O)[O-])cc1,-1,-5,12,-7,-22,27,1,-3,1,11,3
N#Cc1cccc(NC(=O)CNc2cc(S(=O)(=O)N3CCOCC3)ccc2N2CCCC2)c1,-4,-2,6,-18,-13,2,10,-4,-2,-1,-13
COC(=O)C1(C)COP(=O)(NC23CC4CC(CC(C4)C2)C3)OC1 (centres undefined),-3,12,-10,-8,19,-2,20,4,-23,-11,-49
O=C(C1CCCCC1)N1CCN(c2ccnc3cc(Cl)ccc23)CC1,u,24,-5,21,0,7,18,4,-3,30,23
CCOC(=O)C1CCN(S(=O)(=O)c2cc(Cl)c(C)cc2OC)CC1,-6,-12,18,-3,3,6,6,-2,-7,12,-11
CCOCCOC(=O)COc1ccc2c(-c3ccccc3)cc(=O)oc2c1,-4,-12,1,-20,7,0,12,8,3,8,-1
COc1cccc(C2C(C(=O)c3sc(C)nc3C)=C(O)C(=O)N2CCN2CCOCC2)c1 (centres undefined),-8,5,-1,-23,1,-2,-3,-6,-3,-3,-4
COc1ccc(Cc2nnc(SCC(=O)c3ccc4c(c3)NC(=O)CO4)o2)cc1,-1,4,-14,-2,-17,-4,20,6,-13,-2,20
Cc1ccccc1-n1c(SCc2cc(=O)n3ccccc3n2)nc2[nH]ncc2c1=O,13,-30,-19,x,60*,2,-17,7,5,-11,2
Cc1c(Cl)cccc1N1CC(C(=O)Nc2nccs2)CC1=O (centres undefined),0,9,13,-7,15,-3,-5,8,-11,14,-10
O=C(COc1cccc(NC(=O)c2ccccc2)c1)c1ccccc1,-39,-4,-4,-5,-25,25,-28,10,4,-13,4

# Screening data as filed in PubChem.
